# CHOP inhibitor = CHOP inhibition in unfolded protein response | CHO-K1 CHOP-promoter luciferase, tunicamycin-induced, 15-18 h | inhibition, % at 10 µM | hit rate 3.8% among 220,000 | AID 2732;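 active = compounds that reduced the stress-induced luciferase reporter signal by more than about 70% of percent inhibition, limit read from the data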;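 also: 0% = tunicamycin plus vehicle and 100% = wells without tunicamycin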
# PGE2 EP2 inh = blocks the human prostaglandin E2 receptor EP2. P43116. C6 glioma cells expressing human EP2, cAMP TR-FRET; cells stimulated with saturating PGE2. inhibition, % at 25 µM. hit rate 0.52% among 260,000. AID 1422;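 active = percent inhibition above 40 after rounding to a whole number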;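 also: rat C6 glioma host cells with rolipram phosphodiesterase inhibitor present; the protocol text gives 20 µM as final concentration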
# Target sequence (P43116 whole entry, looked up): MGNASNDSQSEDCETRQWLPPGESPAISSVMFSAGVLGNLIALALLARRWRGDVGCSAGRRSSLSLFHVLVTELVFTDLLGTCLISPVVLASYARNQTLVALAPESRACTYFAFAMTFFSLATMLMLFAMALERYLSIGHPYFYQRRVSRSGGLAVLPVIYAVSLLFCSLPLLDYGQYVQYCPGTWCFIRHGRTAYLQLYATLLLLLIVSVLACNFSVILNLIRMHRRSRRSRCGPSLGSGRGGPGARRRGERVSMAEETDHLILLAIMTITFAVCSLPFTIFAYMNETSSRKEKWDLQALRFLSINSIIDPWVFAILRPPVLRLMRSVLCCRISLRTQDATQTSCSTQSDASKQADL
# PPC-1+TRAIL kill = compounds killing PPC-1 cancer cells with TRAIL present (potentiator screen, no TRAIL-free arm); hit rate 0.41% among 220,000; AID 1443; cell killing (% activity), % at 4 µM; PPC-1 cells + TRAIL, ATPLite viability luminescence;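 active = cell killing above 50% in the first pass at 4 µM, then a duplicate retest at 5 µM averaging 50% or more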;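 also: plate controls were cells with TRAIL plus DMSO for no effect and medium-only wells lacking cells for full effect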
# TNF death inh = blocks TNF-alpha induced death of Jurkat FADD-/- cells. AID 463075. activation (protection from cell death), % at 10 µM. Jurkat FADD-/- TNF necroptosis rescue, ATP luminescence, 24 h; 0 = TNF only, 100 = no-TNF cells. hit rate 0.068% among 220,000;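 active = activation, meaning protection from cell death, of at least 50% relative to plate controls; inactive = activation below 50%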;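 also: necroptosis triggered by 40 ng/mL TNF-alpha added together with compound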
# FXIIa inh 1536 = blocks human coagulation factor XIIa protease activity | inhibition, % at 5 µM | purified FXIIa, Boc-QGR-AMC fluorogenic substrate, 2 h | hit rate 0.3% among 220,000 | P00748; in the data active = inhibition above about 40%;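 also: 0% = enzyme with no compound and 100% = blank without enzyme; many of its hits are not listed in these tables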
# L929 necroptosis = L929 zVAD cell death inhibition; L929 zVAD necroptosis rescue, ATP luminescence, 24 h; with zVAD 60 µM; viability rescue, % at 10 µM; hit rate 0.38% among 220,000; AID 1377;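 active = activation, scaled between plate controls, above about 75%, limit read from the data; inactive = activation under that limit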;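 also: 0% = zVAD with DMSO and 100% = DMSO alone without zVAD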
# TbHK1 inh = T. brucei hexokinase 1 inhibition. inhibition, % at 10 µM. recombinant TbHK1, G6PDH-coupled NADH A340. hit rate 0.11% among 220,000. AID 1430;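 active = inhibition of 50% or more in the single-dose primary screen; inactive = inhibition below 50%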
# FXIa inh = blocks human coagulation factor XIa protease activity | inhibition, % at 5 µM | purified FXIa, Boc-Glu-Ala-Arg-AMC fluorogenic substrate | hit rate 0.14% among 220,000 | AID 798 | P03951;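 active = inhibition of at least 40%; inactive = inhibition below 40%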;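 also: fluorescence of freed AMC excited at 355 nm; 0% = enzyme without compound and 100% = no enzyme blank; many of its hits are not listed in these tables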
# Target sequence (P03951 19-387 limits assumed): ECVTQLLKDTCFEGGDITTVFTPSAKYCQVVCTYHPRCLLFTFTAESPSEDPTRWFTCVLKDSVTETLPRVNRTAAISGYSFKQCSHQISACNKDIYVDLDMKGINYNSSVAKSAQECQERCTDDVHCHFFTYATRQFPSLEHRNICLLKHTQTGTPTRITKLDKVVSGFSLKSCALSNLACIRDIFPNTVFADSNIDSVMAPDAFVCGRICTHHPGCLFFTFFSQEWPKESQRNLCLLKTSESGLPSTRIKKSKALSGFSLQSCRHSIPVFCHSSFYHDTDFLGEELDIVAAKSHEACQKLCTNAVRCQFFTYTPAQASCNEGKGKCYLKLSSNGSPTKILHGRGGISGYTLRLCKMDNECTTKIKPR
# Target sequence (P03951 388-625 limits assumed): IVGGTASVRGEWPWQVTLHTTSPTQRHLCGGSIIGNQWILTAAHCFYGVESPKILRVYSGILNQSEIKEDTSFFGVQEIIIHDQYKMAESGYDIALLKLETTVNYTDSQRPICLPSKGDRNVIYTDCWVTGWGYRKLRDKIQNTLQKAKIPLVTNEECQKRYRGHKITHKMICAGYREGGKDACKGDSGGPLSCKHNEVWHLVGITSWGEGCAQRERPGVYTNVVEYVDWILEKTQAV
# Wee1 stabilizer = inhibitors of human Wee1 degradation; P30291; HeLa Luc-Wee1K328M stability, luciferase luminescence; 100% = proteasome inhibitor MG132 effect; reporter increase, % at 5 µM; hit rate 1.2% among 220,000; AID 1321;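 active = activation above the mean of all tested compounds plus 3 SD, set per screening run, cut at about 8.8% in these data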;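 also: cells exposed to compound for 20 h before luminescence read; 0% = DMSO alone and 100% = MG132 at 30 µM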
# Starred values were filed as active, the others as inactive; x = no result given.
1) O=C(Nc1cccc(F)c1)Nc1ccccn1
2) CCCCC(=O)Nc1nc2c(OC)ccc(OC)c2s1
3) COc1ccccc1NC(=O)c1cc2c(=O)n(C)c3ccccc3c2n1C
4) Cc1cccc2cc(/C=N/NC(=O)c3ccccc3O)c(Cl)nc12
5) CCOC(=O)c1cccc(NC(=O)N[C@@H](C)C(=O)OC)c1
6) Cc1cc2c(cc1C)C(c1cccc([N+](=O)[O-])c1)CC(=O)N2 (stereo unspecified)
7) CCOC(=O)c1ccc(N2C(=O)CC(SCC(=O)Nc3ccc(S(N)(=O)=O)cc3)C2=O)cc1 (stereo unspecified)
8) Cc1ccc(N=C2c3ccccc3C(=O)C2[N+](=O)[O-])cc1C (stereo unspecified)

assay / entry,1,2,3,4,5,6,7,8
CHOP inhibitor,4,32,19,26,-1,13,18,18
PGE2 EP2 inh,3,7,6,11,13,7,1,5
PPC-1+TRAIL kill,6,8,-4,-4,-3,9,-12,3
TNF death inh,3.7,3.5,-11,2.0,-1.8,0.0,1.1,-3.0
FXIIa inh 1536,2,10,13,5,10,11,8,4
L929 necroptosis,72,26,2.6,0.7,0.1,0.1,0.7,1.0
TbHK1 inh,-1,-8,-28,-9,-1,37,0,-16
FXIa inh,1,6,3,8,1,5,0,-3
Wee1 stabilizer,4,1,-2,0,0,4,-4,0

9) CCCNC(=O)COC(=O)c1n[nH]c2ccccc12
10) O=C1N(Cc2cccnc2)C[C@@H]2C[C@@H](c3ccc4nonc4c3)N3CCC[C@@]123
11) CC1=C(C(=O)N2CCOCC2)C(c2cc(C)cs2)NC(=O)N1 (stereo unspecified)
12) S=c1[nH]nc(-c2ccco2)n1Cc1ccccc1
13) CN(C)c1ccc(N/C(N)=N/c2nc(C(F)(F)F)cc(C(F)(F)F)n2)cc1
14) CC(C)(C)C1CCC(OCC(O)CN2CCN(c3ccccn3)CC2)CC1 (stereo unspecified)
15) C/C(CC(=O)Nc1ccc(C)c(Cl)c1)=N\NC(=O)c1ccco1
16) Cc1cc(N2CCN(c3ccccc3)CC2)n2cc(-c3ccccc3)nc2n1

assay / entry,9,10,11,12,13,14,15,16
CHOP inhibitor,17,-1,21,-6,85*,42,39,38
PGE2 EP2 inh,12,7,14,10,7,3,7,8
PPC-1+TRAIL kill,-6,1,13,17,15,20,-12,32
TNF death inh,-0.5,-0.9,-1.3,-0.4,0.3,0.0,0.9,-4.7
FXIIa inh 1536,x,5,-5,-15,6,20,3,10
L929 necroptosis,4.7,-0.7,-0.2,-0.5,1.9,-0.3,0.9,0.2
TbHK1 inh,-1,1,-1,-3,-2,-12,5,-15
FXIa inh,-2,-2,14,-15,-2,4,-3,3
Wee1 stabilizer,1,3,1,2,-1,0,1,2

17) CC(C)(C)C(=O)NC(=S)Nc1ccccc1F
18) O=[N+]([O-])c1ccc(N/N=C\c2cccn2-c2ccccc2)nc1
19) O=C(Cc1c(F)cccc1Cl)Nc1cc(S(=O)(=O)N2CCCCC2)ccc1N1CCOCC1
20) CC(=O)OC(C(=O)NCc1ccco1)c1cccnc1 (stereo unspecified)
21) O=c1oc2ccccc2c2c1ncn2C1CCCCC1
22) N#Cc1c(N)n(-c2ccccc2N)c2nc3ccccc3nc12
23) COc1ccccc1N(Cc1cc2cccc(C)c2[nH]c1=O)C(=O)C(C)C
24) Cc1cc(OC(=O)c2ccc(S(=O)(=O)N(C)C)cc2)cc(=O)o1

assay / entry,17,18,19,20,21,22,23,24
CHOP inhibitor,16,41,7,-10,-2,-29,x,43
PGE2 EP2 inh,24,x,7,13,2,6,-1,7
PPC-1+TRAIL kill,-12,8,0,-2,4,27,11,3
TNF death inh,-1.9,7.4,2.0,-2.6,-4.7,-6.7,0.6,1.8
FXIIa inh 1536,-6,20,2,2,4,9,x,12
L929 necroptosis,0.0,1.5,0.2,-0.5,-0.2,0.3,3.1,2.1
TbHK1 inh,1,-3,-13,6,-6,-31,-9,-2
FXIa inh,-9,15,2,-2,-9,-1,x,-7
Wee1 stabilizer,-1,-2,1,2,-2,-2,2,-2

25) N/C(=N\c1nc2ccccc2o1)NC(=O)c1ccccc1Br
26) Cc1nc(-c2ccc(S(=O)(=O)N3CCN(C4c5ccccc5-c5ccccc54)CC3)s2)cs1
27) O=C(NCCCN1CCCC1=O)c1ccc(OCc2ccccc2)cc1
28) O=C(Nc1ccccc1)c1ccc(S(=O)(=O)N2CCCCC2)cc1
29) CCOC(=O)c1sc2nc3c(SCCC#N)cc(C(=O)c4cc(F)ccc4O)cn3c(=O)c2c1C
30) O=C(CCC1CCCCC1)Nc1ncn[nH]1
31) Cc1ccccc1NC(=S)N1CCC(NC(=O)c2ccco2)CC1
32) Clc1nc(N2CCOCC2)ncc1Br

assay / entry,25,26,27,28,29,30,31,32
CHOP inhibitor,-19,4,-16,9,23,22,2,23
PGE2 EP2 inh,3,4,8,18,9,6,1,6
PPC-1+TRAIL kill,-8,19,10,-3,6,11,0,9
TNF death inh,2.4,3.1,-1.3,3.8,0.2,-0.5,-0.4,-0.4
FXIIa inh 1536,6,13,-1,-7,15,7,11,5
L929 necroptosis,-0.1,0.8,-0.4,5.0,-0.8,0.2,4.1,-0.6
TbHK1 inh,-8,-23,-5,-3,-1,1,-3,-12
FXIa inh,-2,5,-6,-9,7,-14,2,-6
Wee1 stabilizer,2,6,3,4,5,1,-4,1

33) CC(C)OCCCNC(=O)c1ccc(NC(=O)C2CCCO2)cc1 (stereo unspecified)
34) CCOc1ccc(C(CC(=O)O)n2cnnn2)cc1 (stereo unspecified)
35) N=C1S/C(=C\c2cccc3ccccc23)C(=O)N1c1ccc(F)cc1
36) COc1ccc(-c2[nH]nc3c2C(c2ccc(OC(=O)N4CCOCC4)cc2)C(C#N)=C(N)O3)cc1 (stereo unspecified)
37) c1ccc(OCc2nn3c(-c4ccco4)nnc3s2)cc1
38) COC(=O)CC1Oc2ccccc2N(Cc2ccc(C)cc2)C1=O (stereo unspecified)
39) CC1=Nc2ccccc2/C1=C\c1sc(Nc2ccc(C)cc2)nc1O
40) COC(=O)CSc1nc2cc(C)ccc2cc1C#N

assay / entry,33,34,35,36,37,38,39,40
CHOP inhibitor,13,-17,99*,17,14,31,-33,-13
PGE2 EP2 inh,9,6,4,x,-2,17,9,8
PPC-1+TRAIL kill,6,-2,3,x,20,38,-8,42
TNF death inh,0.2,1.3,-3.8,-2.9,-0.5,3.6,-5.7,0.2
FXIIa inh 1536,-1,6,6,1,11,1,3,-5
L929 necroptosis,1.3,-0.1,8.4,2.1,0.0,0.6,0.0,1.3
TbHK1 inh,0,-1,3,-11,23,0,-13,-19
FXIa inh,-10,-2,7,-7,2,-7,4,2
Wee1 stabilizer,0,0,-1,-2,-1,1,-3,-3

41) CC1CCc2ccc(F)cc2N1S(=O)(=O)c1cccs1 (stereo unspecified)
42) CCOc1ccc(C(C)=O)cc1CN1C(=O)NC2(CCCCC2C)C1=O (stereo unspecified)
43) O=C(c1cc(-c2ccccc2)on1)N1CCN(C(=O)c2ccco2)CC1
44) CNc1nc(C)c(C(=O)OCC(=O)OC)s1
45) Cc1ccc(CNc2cc(-c3nn4c(C)nnc4s3)ccc2C)s1
46) O=C(/C=C/c1cccs1)Nc1scc(-c2ccccc2)c1C(=O)O
47) O=C(c1ccc(Cl)c([N+](=O)[O-])c1)N1CCN(Cc2ccc3c(c2)OCO3)CC1
48) CC(=O)c1ccc(C(C)(C)c2ccc(C(C)=O)s2)s1

assay / entry,41,42,43,44,45,46,47,48
CHOP inhibitor,83*,14,5,12,69,3,10,-15
PGE2 EP2 inh,-1,7,7,10,x,9,6,8
PPC-1+TRAIL kill,9,-15,40,7,-8,12,23,3
TNF death inh,-4.3,-3.0,-2.1,2.4,-2.4,0.0,-0.8,-5.2
FXIIa inh 1536,1,20,17,1,1,9,8,15
L929 necroptosis,-0.4,0.2,0.2,4.2,-1.0,6.3,1.7,0.3
TbHK1 inh,2,-6,-1,0,8,-34,2,24
FXIa inh,-10,6,-1,-7,-1,2,-3,5
Wee1 stabilizer,-1,0,2,-1,8,2,2,9.3*

# From no. 45 as far as 48, as listed above:
45) Cc1ccc(CNc2cc(-c3nn4c(C)nnc4s3)ccc2C)s1
46) O=C(/C=C/c1cccs1)Nc1scc(-c2ccccc2)c1C(=O)O
47) O=C(c1ccc(Cl)c([N+](=O)[O-])c1)N1CCN(Cc2ccc3c(c2)OCO3)CC1
48) CC(=O)c1ccc(C(C)(C)c2ccc(C(C)=O)s2)s1

assay / entry,45,46,47,48
CHOP inhibitor,69,3,10,-15
PGE2 EP2 inh,x,9,6,8
PPC-1+TRAIL kill,-8,12,23,3
TNF death inh,-2.4,0.0,-0.8,-5.2
FXIIa inh 1536,1,9,8,15
L929 necroptosis,-1.0,6.3,1.7,0.3
TbHK1 inh,8,-34,2,24
FXIa inh,-1,2,-3,5
Wee1 stabilizer,8,2,2,9.3*

# (continued)
49) CCOC(=O)N1CCN(C(=O)c2ccc(N3C(=O)CCC3=O)cc2)CC1
50) Cc1c(C=O)c2ccccc2n1CC(=O)O
51) O=C1CN(C(=O)c2cccs2)c2ccccc2N1
52) O=C(c1cc(Sc2cccc(Cl)c2)nc2ccccc12)N1CCN(c2ccccn2)CC1
53) COc1cc(/C=C2\SC(=S)N(CC(=O)NC(C)(C)C)C2=O)cc(OC)c1OC
54) COc1cccc(N2C(=O)C3CCCN3C2c2ccc(F)cc2)c1 (stereo unspecified)
55) CCOC(=O)C1CCN(S(=O)(=O)c2ccc3c4c(cccc24)C(=O)N3)CC1
56) C=CCSc1nc(C)c(CC(=O)OCC(C)C)c(=O)[nH]1

assay / entry,49,50,51,52,53,54,55,56
CHOP inhibitor,9,-14,21,6,-29,-10,-35,11
PGE2 EP2 inh,6,8,10,5,6,8,25,5
PPC-1+TRAIL kill,-1,16,-16,31,-16,17,5,-2
TNF death inh,-1.4,-0.7,-2.7,-3.3,2.0,0.7,-0.4,1.3
FXIIa inh 1536,14,6,4,7,10,0,-1,-21
L929 necroptosis,0.3,0.8,-0.2,-0.6,-0.8,0.7,0.4,1.1
TbHK1 inh,0,-2,-13,-17,-3,-7,-17,2
FXIa inh,4,-3,-5,-11,7,-6,-2,-15
Wee1 stabilizer,-3,4,-3,-3,-1,6,2,-1

57) CCCCNC(=O)NNc1nc(Cl)cc(C)c1C#N
58) CCOC(=O)c1c(/N=C/c2cc(C)ccc2O)sc2c1CCN(C)C2
59) CCC(C)(NC=O)C(=O)Nc1c(C)cccc1C (stereo unspecified)
60) COc1cc(F)ccc1S(=O)(=O)N1CCN(C23CC4CC(CC(C4)C2)C3)CC1
61) O=C(CC1CCCCC1)NCC1CCCO1 (stereo unspecified)
62) O/N=C1/CCCSc2ccccc21
63) O=C(COc1ccc(Br)cc1)N1CCN(c2ccc([N+](=O)[O-])c(N3CCCCC3)c2)CC1
64) Cc1nc(SCc2ccccc2)c2ccsc2n1
65) CCOC(=O)c1cc(NC(=O)c2ccccc2)c(=O)n2c1oc1ccccc12
66) CC(=O)C1=C(NC(=O)c2ccc(C(F)(F)F)cc2)C[C@@H]2[C@H]1C2(C)C

assay / entry,57,58,59,60,61,62,63,64,65,66
CHOP inhibitor,-5,-5,-6,2,-17,11,2,-2,-6,11
PGE2 EP2 inh,5,6,4,1,6,7,10,3,3,7
PPC-1+TRAIL kill,21,-12,-2,15,15,9,14,9,2,17
TNF death inh,0.0,-5.5,-0.4,-0.5,0.0,-0.9,0.3,-1.6,-0.6,1.8
FXIIa inh 1536,0,2,12,-1,12,19,4,57*,7,13
L929 necroptosis,0.2,0.3,0.9,-0.2,-0.1,0.2,-0.4,0.1,0.1,0.8
TbHK1 inh,-2,-1,-3,-1,0,-20,3,7,-9,-14
FXIa inh,-7,6,4,-4,3,5,8,29,-1,1
Wee1 stabilizer,0,0,-1,-1,0,3,4,-3,1,-3

# Only part of the results is shown, so the mix of outcomes need not match the whole.
